# Lipid storage S3: qHTS Assay for Lipid Storage Modulators in Drosophila S3 Cells; Drosophila S3 cells, BODIPY lipid droplet fluorescence, 18-24 h; cells fed with added oleic acid; hit rate 0.64% among 320,000; Potency in µM for hits, for the others lipid storage change, negative = inhibition, % at the top dose, mostly 46.1 µM; active = well fitted inhibition curve with a large enough effect in the signal ratio, with a control signal flat, not every such curve was filed as active; inconclusive = small, poorly fitted or top-dose-only effect, or effect the other way, or a change in a side signal; the % refers to the signal ratio
#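 Drosophila S3 cells got compounds at several concentrations plus oleic acid (400 uM solution). Laser-scanning cytometry with 488 nm excitation read lipid droplets at 500-530 nm and cells at 575-640 nm. Percent activity was relative to 20 uM Triacsin C.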
# Lipid storage S3 cell count max: also measured in Lipid storage S3; calls as there; cell number change, %; measured here: cell count max response;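 cells counted by Cell Tracker Red CMTPX staining in the red channel; peak over a dose series mostly up to 46.1 µM; percent activity relative to internal control wells on each plate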
# Starred values were filed as active, the others as inactive; i = inactive; ? = inconclusive; · = not tested or not shown; [ ] = remark or other dose. % is set by controls: 0 for no effect and ±100 for the full control effect; potency is the fitted concentration of half-maximal effect. Not all compounds are listed; count on the stated rates, not on these rows.
SMILES,Lipid storage S3,Lipid storage S3 cell count max
CCOc1cc(-c2c(C#N)c(N)nc3c2CCc2ccccc2-3)ccc1O,?,·
Cc1ccnc(NC(=O)CCCc2ccccc2)c1,-2%,4
Cc1ccc(C(=O)NCCCNC(=O)Cc2ccc(Cl)cc2)cn1,i[0.0737 µM],·
COc1ccc2[nH]c(=O)c(CN(Cc3cccs3)C(=S)NCC3CCCO3)cc2c1 (stereo not drawn),?,·
Cc1ccc(CNC(=O)c2cnccn2)cc1,?,·
Cn1ccnc1SCc1ccc(Cl)cc1Cl,i,13
COc1cccc(N2CCN(C(=O)c3cccc(N4C(=O)NC5CC4(C)Oc4c(OC)cccc45)c3)CC2)c1 (stereo not drawn),?,·
Cc1ccc(-c2cc(C(=O)NCc3ccco3)no2)cc1,i,-10
CN1/C(=C\C=C(/C#N)C(=O)Nc2ccc(Cl)cc2)C(C)(C)c2ccccc21,?,·
CCCC(c1nnnn1Cc1ccccc1)N1CCC(C(N)=O)CC1 (stereo not drawn),-5%,-17
O=C(OCC(=O)c1ccc[nH]1)C1=COCCO1,?,·
COC(=O)c1ccccc1NC(=O)NCCc1ccc(OC)c(OC)c1,?,·
CN1CCN(/N=C/c2ccc(Cl)c(Cl)c2)CC1,-1%,9
CC1(C)CC(NC(=S)NCc2ccco2)CC(C)(C)N1,-1%,15
CC(C)(C)C(=O)NC(=S)Nc1cc(C(=O)O)ccc1Cl,?,·
C=CCc1cccc(/C=N/c2nc3ccccc3n2CC)c1O,?,·
CCCCC(=O)N/N=C/c1cc([N+](=O)[O-])ccc1N1CCOCC1,20%,6
Cc1ccc2c(c1)cc(C)c1nnc(SCC(=O)NCc3ccco3)n12,18%,-13
CC(C)=CCC/C(C)=C/CN(CC(C)O)CC(C)O (stereo not drawn),i,-8
O=C(CN1CCN(S(=O)(=O)c2ccc(F)cc2)CC1)NCc1cccs1,?,·
Cc1cc(C)n(-c2nncn2/N=C/c2ccccc2F)n1,?,·
O=C(O)c1cc(N2C(=O)C3CC=CCC3C2=O)ccc1NCc1cccnc1 (stereo not drawn),?,·
CCOc1ccc(NC(=O)CCC(=O)Nc2nnc(CC)s2)cc1,?,·
Cc1[nH]c2ccccc2c1NC(=O)CN1CCN(C(=O)c2ccco2)CC1,6%,-6
NC(=O)CSc1c[nH]c2ccccc12,10%,·

# Not a retest: entries from further up.
SMILES,Lipid storage S3,Lipid storage S3 cell count max
CCOc1cc(-c2c(C#N)c(N)nc3c2CCc2ccccc2-3)ccc1O,?,·
Cc1ccnc(NC(=O)CCCc2ccccc2)c1,-2%,4
Cc1ccc(C(=O)NCCCNC(=O)Cc2ccc(Cl)cc2)cn1,i[0.0737 µM],·
COc1ccc2[nH]c(=O)c(CN(Cc3cccs3)C(=S)NCC3CCCO3)cc2c1 (stereo not drawn),?,·
Cc1ccc(CNC(=O)c2cnccn2)cc1,?,·
Cn1ccnc1SCc1ccc(Cl)cc1Cl,i,13
COc1cccc(N2CCN(C(=O)c3cccc(N4C(=O)NC5CC4(C)Oc4c(OC)cccc45)c3)CC2)c1 (stereo not drawn),?,·
Cc1ccc(-c2cc(C(=O)NCc3ccco3)no2)cc1,i,-10
CN1/C(=C\C=C(/C#N)C(=O)Nc2ccc(Cl)cc2)C(C)(C)c2ccccc21,?,·
CCCC(c1nnnn1Cc1ccccc1)N1CCC(C(N)=O)CC1 (stereo not drawn),-5%,-17
O=C(OCC(=O)c1ccc[nH]1)C1=COCCO1,?,·
COC(=O)c1ccccc1NC(=O)NCCc1ccc(OC)c(OC)c1,?,·
CN1CCN(/N=C/c2ccc(Cl)c(Cl)c2)CC1,-1%,9
CC1(C)CC(NC(=S)NCc2ccco2)CC(C)(C)N1,-1%,15
CC(C)(C)C(=O)NC(=S)Nc1cc(C(=O)O)ccc1Cl,?,·
C=CCc1cccc(/C=N/c2nc3ccccc3n2CC)c1O,?,·
CCCCC(=O)N/N=C/c1cc([N+](=O)[O-])ccc1N1CCOCC1,20%,6

# The list goes on.
SMILES,Lipid storage S3,Lipid storage S3 cell count max
COc1cc(C2N=C(c3ccccc3)NO2)cc(Br)c1O (stereo not drawn),?,·
O=C(Cn1cnc2sc3c(c2c1=O)CCCC3)NCC(=O)Nc1ccc(F)cc1F,?,·
CSCC[C@@H](C(=O)Nc1ccc2c(c1)OCCO2)N1Cc2ccccc2C1=O,?,·
Nc1nnc(SCc2ccc(Cl)cc2)s1,-5%,-11
CCOC(=O)c1c(C)c(C(=O)NCCCN2CCCC2=O)c(C)n1CC,?,·
CC(C)(C)S(=O)(=O)/C(C#N)=C/c1sccc1C1OCCO1,1%,-3
FCCCOc1ccc(-c2nccc(-c3ccccn3)n2)cc1,?,·
O=C(c1cccc(S(=O)(=O)N2CCc3ccccc32)c1)N1CCCC(C(F)(F)F)C1 (stereo not drawn),?,·
CCOC(=O)CNC(c1ccccc1)c1cc(Br)ccc1NC(=O)CCN1CCOCC1 (stereo not drawn),?,·
CC(C)(CO)CNC1CCCN(C2Cc3ccccc3C2)C1 (stereo not drawn),?,·
CCC1CCCCN1Cc1nc2c(c(=O)n(C)c(=O)n2C)n1Cc1ccccc1 (stereo not drawn),7%,15
COc1cccc(-c2cc(C(=O)Nc3cnn(Cc4ccc(F)cc4)c3)no2)c1,13%,5
COc1ccc(C(=O)CNc2ccc(C)cc2C)cc1,?,·
O=C(NC1CCCC1)C(c1ccncc1)N(CC1CCCO1)C(=O)Cn1nnc(-c2cccs2)n1 (stereo not drawn),?,·
CCOC(=O)C(=O)/C(=C\N(C)C)c1onc(-c2c(Cl)cccc2Cl)c1C(=O)OC,i,·
CCC(Sc1nccn1C)C(=O)Nc1ccc(Cl)cn1 (stereo not drawn),-8%,11
Nc1cccc2c1C(=O)N(C(=O)c1ccco1)C2=O,11%,7
O=C(Nc1cccnc1)c1ccc(COc2ccccc2Cl)o1,4%,7
CCC(=O)Nc1cc(C)c(NC(=O)C23CC4CC(CC(C4)C2)C3)cn1,-11%,-7
O=C(CSc1nnc(SCc2ccc(Cl)cc2)s1)N/N=C/c1ccc(Cl)cc1Cl,0%,-13
CCCn1cc(CN2CCC(n3nccc3NC(=O)c3ccc4c(c3)OCO4)CC2)c(C)n1,?,·
CC(C)n1nnc2c(=O)oc3ccccc3c21,?,·
CCOC(=O)c1ccc(NC(=S)NCc2ccc(S(N)(=O)=O)cc2)cc1,?,·
O=C(O)c1ccc(NC2OC[C@@H](O)[C@H](O)[C@H]2O)cc1 (stereo partly drawn),9%,-2
Cc1ccnc(SCC(=O)c2ccc(Br)s2)n1,15%,-23
# Remaining list, next part.
SMILES,Lipid storage S3,Lipid storage S3 cell count max
CCCN1CCC(NC23CC4CC(CC(C4)C2)C3)CC1,?,·
CCn1c(SCC(=O)c2ccc(NS(=O)(=O)c3ccccc3)cc2)nnc1-c1cccs1,?,·
Cn1cc(SCC(=O)Nc2nccs2)c2ccccc21,i,-1
Cc1nn(-c2ccccc2)c(N2CCCC2)c1C=O,?,·
C=C(C)C(=O)Nc1cccc(C2=NOC3(C2)C[C@@H](C(N)=O)N(C(=O)CC(c2ccccc2)c2ccccc2)C3)c1 (stereo partly drawn),1%,-11
Cc1ccsc1/C=C(\C#N)C(=O)NCCCN1CCOCC1,-13%,21
COc1ccc(/C=C2\SC(=S)N(CC(=O)OCC(=O)Nc3ccc(C)cc3Cl)C2=O)cc1,-4%,5
O=C(Nc1nnc(-c2ccccc2)o1)c1cc(-c2cccs2)nc2ccccc12,11%,-14
CN(C)S(=O)(=O)c1ccc(C(=O)Nc2cc3c(cc2C(=O)O)OCCCO3)cc1,?,·
COC(=O)C(C(=O)OC)C(C[N+](=O)[O-])c1ccc(OC)cc1 (stereo not drawn),0%,-3
CCOc1ccc(/C(O)=C2/C(=O)C(=O)N(Cc3cccnc3)C2c2ccc(N(C)C)cc2)c(C)c1 (stereo not drawn),-11%,1
COC(=O)[C@@H]1C[C@@]2(O)[C@H](O)[C@H](O)[C@H](O)C[C@H]2N1Cc1ccc(C(F)(F)F)cc1,?,·
COC(=O)c1cccc(NC(=S)NCCC2=CCCCC2)c1,?,·
CCC(CO)Oc1cc(NC(=O)c2cccc(Cl)c2)c2ncn(C(C)C)c2c1 (stereo not drawn),26%,1
CN(CC(=O)NNC(=O)Cc1ccccc1F)S(=O)(=O)c1ccc(Cl)cc1,?,·
CC(=O)N1CCCc2cc(S(=O)(=O)N(C)CCC#N)ccc21,4%,1
CC(C)CC(=O)N1CCN(Cc2ccccc2Cl)CC1,-11%,-3
CNC(=S)N(C)[C@H]1c2c(ccc3ccccc23)OC[C@H]1CO,?,·
CCn1cc([N+](=O)[O-])c(C(=O)N2N=C(c3ccccc3)CC2c2ccc([N+](=O)[O-])cc2)n1 (stereo not drawn),?,·
CCCCn1c(=S)[nH]c2cc(S(=O)(=O)N3CCCCC3)ccc21,?,·
COCCN(C(=O)CCl)C(C(=O)NC1CCCCC1)c1ccccc1C (stereo not drawn),23µM*,-12*
Cc1onc(-c2c(F)cccc2Cl)c1C(=O)Nc1nnc(C(F)(F)F)s1,?,·
COc1ccc(CCNc2ccc(C(CC(N)=O)NC(=O)Cc3cccc4ccccc34)cc2[N+](=O)[O-])cc1 (stereo not drawn),?,·
COc1ccc(NC(=O)/C=C/c2cccc(F)c2)cn1,?,·
COc1ccc(CCNC(=O)Cn2nnc(-c3ccc(N4CCOCC4)cc3)n2)cc1OC,?,·
# Next part.
SMILES,Lipid storage S3,Lipid storage S3 cell count max
N#CC(C#N)=Cc1cccn1-c1ccc(S(N)(=O)=O)cc1,?,·
O=C(Nc1ccccc1C(F)(F)F)c1c(F)cccc1Cl,-11%,5
O=C(CSc1nc(=O)n(CCN2CCOCC2)c2c1CCC2)Nc1ccc(OC(F)(F)F)cc1,i,-15
Cc1ccc(CSCC(=O)NN=C2CCN(C)CC2)cc1,?,·
CC(C)C[C@H](NC(=O)c1nc[nH]c1C(=O)NCc1ccccc1)C(=O)OC(C)(C)C,-8%,-18
O=C1N/C(=N/Nc2ccccc2)S/C1=C\c1ccccc1,-4%,·
Cc1ccc(Cl)cc1NC(=O)CN1CCN(S(=O)(=O)N2CCOCC2)CC1,?,·
CC(C)(C)C(=O)OCc1nc(-c2ccc(Cl)cc2)cs1,-7%,-12
O=C(Nc1ccc2c(c1)C(=O)OC2)c1ccc(C(F)(F)F)cc1,?,·
CN1CCN(C(=O)C2=C[C@H](c3ccc4c(c3)OCO4)C[C@H](OCc3ccc(CO)cc3)O2)CC1,?,·
CCN(CCCNC(=O)CC(C(=O)N1CCc2ccccc21)n1ccnc1)c1cccc(C)c1 (stereo not drawn),?,·
c1cncc(-c2nc(-c3cccs3)cs2)c1,16%,-18
Cc1cccc(NC(=O)/C(C#N)=C/c2cccc([N+](=O)[O-])c2)n1,4%,-1
CCCN(CCC)CCOc1cc(C)ccc1C(C)C,3%,9
Nc1cc(=O)[nH]c(SCC(=O)Nc2ccc(S(=O)(=O)N3CCCCC3)cc2)n1,?,·
Cc1cccc(N2C(=O)SC(SC(=Nc3ccccc3)Nc3ccccc3)C2=O)c1 (stereo not drawn),?,·
O=C(NCc1ccc(/C=c2\sc3n(c2=O)CCN=3)o1)C(=O)Nc1ccccc1,?,·
Cc1ccc(C(=O)Nc2ccc3cn[nH]c3c2)cc1S(=O)(=O)N1CCOCC1,6%,4
O=S1(=O)CCC(NC(=S)SCCOc2ccccc2)C1 (stereo not drawn),-10%,-2
O=C(CCN1C(=O)C2C3C=CC(C3)C2C1=O)Nc1ccccn1 (stereo not drawn),4%,9
CCN(CC)c1ccc(NC(=S)NC(=O)c2cccs2)cc1,?,·
O=C(c1ccc(F)cc1)N1CCC(O)(c2cccnc2)CC1,?,·
CCC(CC)C(=O)NCCCCc1ccccc1,17%,-1
COc1cccc(CC2(CO)CCN(Cc3cnc(-c4cccc(C)c4)nc3)CC2)c1,12%,-8
CN(C)/C=C/C(=O)c1cnc(-c2ccccn2)s1,0%,-5
# Other structures.
SMILES,Lipid storage S3,Lipid storage S3 cell count max
Cc1ccc(O)c(C2=Nc3ccccc3N=C(c3cccc([N+](=O)[O-])c3)C2)c1,6%,-1
Cc1cc2nc(-c3cc(N4CCOCC4)ccc3[N+](=O)[O-])ccn2n1,-36%,·
Cn1cccc1C(=O)C(=O)Nc1ccc(F)c(F)c1,?,·
CCn1c(O)c(/C=C2\C=Nc3ccccc32)sc1=Nc1ccccc1,?,·
CCOc1ccc2nc(N(CCN(CC)CC)C(=O)/C=C/c3cccs3)sc2c1,?,·
O=C(CCSc1nnc(-c2ccco2)o1)N1CCOCC1,?,·
CC(C)CCNC(=O)C(c1ccncc1)N(CC1CCCO1)C(=O)Cn1nnc(-c2ccc(F)cc2)n1 (stereo not drawn),6%,11
COc1ccc(OC)c(CN2CCC(C(=O)N3CCN(c4ccccc4F)CC3)CC2)c1,6%,2
CCOC(=O)c1nnn(-c2nonc2N)c1C,?,·
CC(C)C(=O)Nc1c2c(nn1-c1ccc(F)cc1)CS(=O)(=O)C2,1%,16
O=C(CCCCCNC(=S)Nc1ccccc1)C[N+](=O)[O-],?,·
COCC(=O)Nc1cc(C(=O)NCCc2ccccc2)ccc1Cl,-1%,26
CN(C)NC(=S)Nc1cccc(C(F)(F)F)c1,0%,-1
CC(C)OC(=O)n1c(=S)oc2ccccc21,-1%,-4
CC(C)CC(NC(=O)CC12CC3CC(CC(C3)C1)C2)C(=O)NC1=NCCS1 (stereo not drawn),-28%,-16
CCOC(=O)Cn1c(S(=O)(=O)Cc2ccc(Cl)cc2)nc(-c2ccccc2)c1-c1ccccc1,?,·
O=C(CSc1ccccn1)Nc1ccc(Cl)c([N+](=O)[O-])c1,?,·
CCOC(=O)c1cc(C(=O)OCC)cc(-n2cc(O)c(C(=O)OCC)n2)c1,?,·
